Compound activity from PubChem.
BCR signal inh: inhibitors of chronic active B-cell receptor signaling; ABC-DLBCL IkBa-CBG/CBR reporter, luminescence ratio, 4 h; Potency, µM (series often up to 46.1 µM), without a hit: at the highest dose ratio change, negative = lower green/red ratio, most hits filed as inhibitors; actives 0.05% (n = 340,000); AID 493014; active means well fitted inhibition curve with a large enough effect in the signal ratio, with a control signal flat, not every such curve was filed as active; inconclusive means small, poorly fitted or top-dose-only effect, or effect the other way, or a change in a side signal; the % refers to the signal ratio;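 further: potency means the concentration at half of the fitted maximal effect; plate controls were basal doxycycline-induced cells for no effect and cells given 10 µM MG132 for full effect; MG132 reads +100%, hits lower the ratio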
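Cell line TMD8 (human ABC DLBCL), stably expressing tet-inducible CBG68-IkBa fusion and CBR; IMDM/0.5% FBS; cpd up to 46 uM; dox induction, 4 h, 37C/5% CO2; dual luminescence; green/red ratio; MG132 control.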
Giardia kill: Giardia lamblia killing; Giardia lamblia trophozoite viability; activity change, % at 7.66 µM, hits read low; AID 540267; actives 0.15% (n = 340,000); in the data active means activity change below about -80%; inconclusive means between about -30% and that limit;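 further: parasites exposed to compound for two days anaerobically before the ATP read; on the % scale 0 is the no-effect control and ±100 the full control effect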
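Anaerobic 48 hrs incubation at 37 deg C of 100 trophozoites/well with test compounds; ATPLite 1-Step luminescence, 15-30 min RT, reports cellular ATP as viability.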
GALK inhibitor: inhibitors of human galactokinase; actives 0.007% (n = 270,000); Potency, µM (doses to about 57.5 µM), for inactives: top-dose activity change, negative = inhibition, hits mostly inhibitors; P51570; Purified GALK, Kinase-Glo residual ATP luminescence; further: potency means the concentration at half of the fitted maximal effect; on the % scale 0 is the no-effect control and ±100 the full control effect
Target sequence (P51570 whole entry, looked up): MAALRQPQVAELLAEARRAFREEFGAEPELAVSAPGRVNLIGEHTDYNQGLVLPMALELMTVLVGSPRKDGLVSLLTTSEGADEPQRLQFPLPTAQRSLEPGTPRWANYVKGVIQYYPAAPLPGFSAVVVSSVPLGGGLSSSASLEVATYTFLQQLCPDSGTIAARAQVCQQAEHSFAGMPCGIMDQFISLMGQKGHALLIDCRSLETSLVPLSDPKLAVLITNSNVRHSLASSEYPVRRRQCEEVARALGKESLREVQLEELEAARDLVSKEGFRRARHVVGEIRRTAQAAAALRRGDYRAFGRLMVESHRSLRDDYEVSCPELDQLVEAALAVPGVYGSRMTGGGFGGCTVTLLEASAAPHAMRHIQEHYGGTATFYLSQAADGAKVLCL
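The enzyme phosphorylates galactose (100 uM) using ATP (35 uM); inhibition is detected as higher residual ATP, quantified by bioluminescence after 1 h reaction at room temperature, pH 8.0.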
TSHR antag: antagonists of human thyroid stimulating hormone receptor. P16473. TSHR-expressing cells, TSH-stimulated cAMP HTRF, 2 h; stronger effect = lower value. activity change, negative = inhibition, % at 11.5 µM. actives 0.2% (n = 330,000). AID 504810;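 active means activity change below a set negative limit, meaning inhibition stronger than a set level, cut at about -70% in these data; inconclusive means activity change between two set negative limits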; further: on the % scale 0 is the no-effect control and ±100 the full control effect
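Read-out is FRET at 665 nm (cryptate excitation 337 nm) from a cryptate-tagged anti-cAMP antibody, competed by cell cAMP against cAMP-d2. Compounds are tested on freshly harvested TSHR cells challenged with 4nM TSH (EC80) for 2 hours at 37 deg C.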
FBPA coupling cs: inhibits coupling enzyme system, counter-screen for aldolase hits | coupling enzyme system counterscreen, AmpLite Red fluorescence | activity change, negative = inhibition, % at 58.2 µM, hits read low | actives 0.67% (n = 290,000) | AID 2472; in the data active means activity change below about -30%; further: on the % scale 0 is the no-effect control and ±100 the full control effect
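Coupling enzymes only (glyceraldehyde-3-phosphate) + compound, at 57.5 uM final, 10 min RT; add substrate/coupling/AmpLite Red mix, 20 min RT; fluorescence ex 525/em 598 nm. Actives flag coupling-system interference.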
KCNH2 WT inh: inhibitors of human wildtype KCNH2 potassium channel; U2OS, BacMam KCNH2, thallium flux FluxOr; stronger effect = lower value; activity change, % at 1.84 µM; actives 0.37% (n = 340,000); AID 720551;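 active means maximum activity change below -70%; inconclusive means maximum activity change between -70% and -50%; inactive means maximum activity change above -50%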; further: on the % scale 0 is the no-effect control and ±100 the full control effect
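U2OS cells transduced with wild-type KCNH2 virus are loaded with FluxOr dye for 45 min, and thallium flux is measured in kinetic reads before and after stimulation buffer. Rate constants are normalized to DMSO controls.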
MLL CXXC-DNA inh: MLL CXXC-DNA interaction inhibition. Q03164. AID 2662. Potency, µM (highest dose often 115 µM), without a hit: at the top dose activity change, negative = inhibition, hits mostly inhibitors. MLL-CXXC / FITC-HOXA9 DNA fluorescence polarization. actives 0.037% (n = 290,000); active means well fitted inhibition curve with a large enough effect in the polarisation, with a control signal flat, not every such curve was filed as active; inconclusive means small, poorly fitted or top-dose-only effect, or effect the other way, or a change in a side signal; inactive means no such curve, though single readings can be large or run the other way; the % refers to the polarisation; further: potency means the concentration at half of the fitted maximal effect
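Fluorescence polarization: 7 uM MLL-CXXC (stock) preincubated 5 min with compounds, then 50 nM fluorescein-HOX-A9 DNA (stock) added; 30 min ambient. Buffer 50 mM Tris-HCl pH 7.5, 50 mM NaCl, 1 mM DTT, 0.05% BSA.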
AT treatment: potential ataxia-telangiectasia treatment | […] A-T fibroblasts, KAP-1 phosphorylation AlphaLISA; neocarzinostatin DNA damage 30 min before lysis | Potency, µM (top dose mostly 57.5 µM), inactives show at the top dose activation, most hits filed as activators | AID 485349 | actives 0.19% (n = 320,000); further: potency means the concentration at half of the fitted maximal effect; % of control where 0% means no effect; nearly all actives have a fitted effect of over 45% in size
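hTERT-immortalized A-T patient fibroblasts ([…]), 500 cells/well in OPTI-MEM, 1% FBS, got compounds for 60 min, then NCS for 30 min at 37C. Lysates were then assayed for phospho-KAP-1 by AlphaLISA (anti-pKAP1 donor, anti-KAP1 acceptor beads), 6 hr at 25C.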
Tb PFK inh: blocks T. brucei phosphofructokinase | Potency, µM (highest dose often 57.5 µM), without a hit: at the highest dose activity, negative = inhibition, most hits filed as inhibitors | AID 485367 | actives 0.17% (n = 330,000) | T. brucei PFK, ADP-Glo luminescence | O15648;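 further: potency means the concentration at half of the fitted maximal effect; 0% = uninhibited 1x PFK enzyme wells and -100% = no-enzyme wells; nearly all actives have a fitted effect of over 60% in size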
Target sequence (O15648 whole entry, looked up): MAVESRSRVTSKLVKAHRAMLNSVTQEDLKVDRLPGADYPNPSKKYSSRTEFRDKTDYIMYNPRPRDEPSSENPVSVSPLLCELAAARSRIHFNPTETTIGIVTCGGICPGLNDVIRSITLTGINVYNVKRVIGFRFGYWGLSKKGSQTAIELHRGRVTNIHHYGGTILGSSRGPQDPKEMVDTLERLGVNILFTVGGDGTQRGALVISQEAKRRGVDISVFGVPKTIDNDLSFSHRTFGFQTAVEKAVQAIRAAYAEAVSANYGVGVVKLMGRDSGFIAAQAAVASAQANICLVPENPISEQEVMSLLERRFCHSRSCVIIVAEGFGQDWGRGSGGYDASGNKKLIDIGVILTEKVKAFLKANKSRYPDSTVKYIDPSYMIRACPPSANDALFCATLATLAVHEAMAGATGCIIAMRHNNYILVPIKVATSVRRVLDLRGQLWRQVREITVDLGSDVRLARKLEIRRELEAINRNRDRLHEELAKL
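Compounds were pin-transferred as a titration series up to 57 uM into substrate buffer (0.5 mM F6P, 0.1 mM ATP, pH 8.0), then 1.25 nM PFK was added and reactions ran 45 min before ADP-Glo detection.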
TCR act: activates T cell receptor signaling; primary human leukocytes, anti-CD3, IL-2 HTRF, 48 h; Potency, µM (titrated, usually from 9.22 µM), without a hit: at the top dose activation of IL-2 secretion, usual class: activators; 330,000 tested, under 10 active; AID 504894; further: % of control where 0% means no effect
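Primary human leukocytes receive a-CD3 beads and test compound and are incubated 48 hr. Secreted IL-2 is then assayed by HTRF, measuring 665nm acceptor emission after 320nm excitation of the europium donor.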
* = called active by the depositor; ? = inconclusive; / = no result given; [ ] = another dose, or the depositor's remark. Unless noted, the call rests on the fitted dose curve; in most records, active means well fitted curve in the direction sought with a large enough effect; inconclusive means small, poorly fitted or top-dose-only effect, or another doubt; inactive means no such curve, though single readings can be large; an effect the other way counts as inactive or inconclusive. The order is random; 1.6% or so of the library scored in one or more.

cpd	SMILES	BCR signal inh	Giardia kill	GALK inhibitor	TSHR antag	FBPA coupling cs
1	COc1cccc(NC(=O)CN(C)C(=O)c2c(C)noc2C)c1	-1%	-20	/	-4	/
2	NC(=S)N(c1ccccc1)c1ccccc1	-19%	7	-1%	8	5
3	COc1ccc(NC(=O)COC(=O)c2c(-c3ccccc3)noc2C)cc1	-3%	13	-1%	24	2
4	CCCCC[C@H]1CN(C2CCCCC2)C(=O)[C@@H]1CC(=O)NCc1ccc(OC)cc1	4%	?	/	4	6
5	CCOc1cc(N2CCOCC2)c(OCC)cc1NC(=O)COC(=O)[C@@H]1CCCN1S(=O)(=O)c1ccccc1F	-20%	-2	13%	-10	-31*
6	Cc1nc2ccccc2c2nc(NC(=O)Cc3ccccc3)nn12	?	7	0%	1	2
7	CCOC(=O)C(Cc1ccccc1)NC(=O)CCc1nnc2ccc(N3CCCCC3)nn12 (stereo not drawn)	4%	3	-8%	9	/
8	CCNC(=O)/C(C#N)=C/c1c(N2CCN(Cc3ccc4c(c3)OCO4)CC2)nc2c(C)cccn2c1=O	?	14	-3%	-10	-7
9	O=C(CSc1nnc(CNC(=O)c2c(F)cccc2F)o1)NCC1CCCO1 (stereo not drawn)	-1%	5	-2%	-13	0
10	COC(=O)C1=C(C)NC(=O)NC1c1ccc(OCC(=O)N2CCCCC2)cc1 (stereo not drawn)	-5%	-16	8%	37	2
11	CCc1cc(C(=O)OC)c(NC(=O)c2ccoc2C)s1	1%	-14	-2%	-7	/
12	Cc1ccc(SCCNC(=O)CN2C(=O)c3ccccc3S2(=O)=O)cc1	?	-1	6%	-3	2
13	CCOC(=O)c1cnn(-c2c(Cc3ccccc3)c(C)nc3c(-c4ccccc4)c(C)nn23)c1N	6%	8	1%	-8	-7
14	O=C(Nc1ccccc1)c1cc(S(=O)(=O)N2CCCCC2)ccc1N1CCOCC1	0%	-9	/	-1	/
15	NC(=O)c1cc(S(=O)(=O)N2CCN(c3ccc([N+](=O)[O-])cc3)CC2)cs1	0%	-22	-5%	-5	/

cpd	KCNH2 WT inh	MLL CXXC-DNA inh	AT treatment	Tb PFK inh	TCR act
1	-5	/	-1%	1%	1%
2	44	3%	-6%	1%	8%
3	-5	-3%	-6%	0%	-32%
4	3	-7%	9%	-3%	1%
5	-12	-1%	-8%	0%	/
6	-19	-2%	-3%	1%	-6%
7	-7	-6%	-4%	-2%	4%
8	0	-1%	4%	0%	9%
9	-17	2%	-1%	1%	-51%
10	-14	0%	18%	-5%	2%
11	-17	-3%	41%	3%	3%
12	-17	0%	-11%	-1%	-2%
13	3	13%	5%	0%	-3%
14	-4	/	-9%	3%	/
15	-42	75%[activator]	4%	21µM*	-1%

The list continues:
cpd	SMILES	BCR signal inh	Giardia kill	GALK inhibitor	TSHR antag	FBPA coupling cs
16	NNC(=O)C(=O)NCCCN1CCOCC1	9%	?	1%	0	0
17	COc1ccc(N(C(=O)c2ccc(Br)o2)C2C=CS(=O)(=O)C2)cc1 (stereo not drawn)	3%	-7	-1%	6	3
18	O=C1c2cccnc2Nc2ccccc2N1CCCF	?	-1	1%	26	2
19	COc1cccc(C(=O)Nc2ccc(S(=O)(=O)Nc3cc(C)nc(C)n3)cc2)c1	?	-1	2%	-19	2
20	COc1ccc(C(C(=O)NC(C)(C)C)N(Cc2ccccc2)C(=O)CCC(=O)Nc2cc(C)on2)cc1 (stereo not drawn)	0%	-26	2%	8	0
21	COc1ccc(NC(=O)N2CC(C)OC(C)C2)cc1OC (stereo not drawn)	1%	-7	1%	28	-2
22	O=C(Nc1cccc(S(=O)(=O)N2CCOCC2)c1)C1CCCC1	4%	7	/	4	/
23	Cn1c(C(=O)NC2CCCCC2)cc2sccc21	-8%	-13	0%	-15	-7
24	CC1CC(=O)NN=C1c1ccc(N(C)C)c([N+](=O)[O-])c1 (stereo not drawn)	?	-26	0%	19	0
25	COc1cc(OC)cc(/C(N)=N/O)c1	-13%	-16	0%	7	0
26	O=C(Nc1nc(-c2ccccn2)cs1)c1ccc(F)c(S(=O)(=O)N2CCOCC2)c1	2%	9	/	-16	/
27	Cc1ccccc1COc1ccc(-c2nn[nH]n2)cc1	3%	-2	2%	-11	7
28	C=CCNC(=O)/C(C#N)=C/c1cn(-c2ccccc2)nc1-c1ccc(OC)c([N+](=O)[O-])c1	?	-13	0%	-7	0
29	COc1ccc(C(=O)c2c(C)oc3ccc(O)c(CN4CCOCC4)c23)cc1	-2%	11	0%	16	-11
30	O=C(COC(=O)[C@@H]1CCCN1S(=O)(=O)c1ccc(Cl)cc1)NC1CCS(=O)(=O)C1 (stereo partly drawn)	0%	3	/	6	/

cpd	KCNH2 WT inh	MLL CXXC-DNA inh	AT treatment	Tb PFK inh	TCR act
16	-6	10%	2%	0%	-2%
17	-4	6%	-6%	0%	0%
18	-6	-2%	0%	-4%	-6%
19	-10	-12%	0%	0%	0%
20	-3	-2%	-4%	0%	1%
21	-1	-12%	?	2%	3%
22	39	/	0%	10%	2%
23	2	-2%	9%	3%	/
24	6	0%	-1%	-3%	/
25	6	-10%	-9%	0%	5%
26	-9	/	8%	12%	6%
27	9	?	-3%	2%	-3%
28	-5	0%	0%	3%	-9%[46.1 µM]
29	27	32%[activator]	/	0%	2%
30	-4	/	4%	2%	-4%

Look-ups from the results shown:
Result for cpd 23 in BCR signal inh: -8%
Result for cpd 21 in FBPA coupling cs: -2
Result for cpd 25 in MLL CXXC-DNA inh: -10%

Some entries already given, showing only Giardia kill, MLL CXXC-DNA inh and BCR signal inh.
# | smiles | Giardia kill | MLL CXXC-DNA inh | BCR signal inh
19 | COc1cccc(C(=O)Nc2ccc(S(=O)(=O)Nc3cc(C)nc(C)n3)cc2)c1 | -1 | -12% | ?
17 | COc1ccc(N(C(=O)c2ccc(Br)o2)C2C=CS(=O)(=O)C2)cc1 (stereo not drawn) | -7 | 6% | 3%

The list goes on.
cpd	SMILES	BCR signal inh	Giardia kill	GALK inhibitor	TSHR antag	FBPA coupling cs
31	Clc1ccc(Sc2cc(Cl)c(-c3ccccc3)nn2)cc1	?	-4	5%	-1	2
32	CCc1noc(C)c1C(=O)N(C)CC(=O)Nc1ccc(Cl)c(Cl)c1	2%	-9	/	3	/
33	C=CCSC1=NN2CCS(=O)(=O)N=C2S1	-2%	-10	1%	16	4
34	COc1ccc(OCC(=O)Nc2ccc3c(c2)nc(CCN2CCCC2)n3C)cc1	-9%	-11	-4%	0	0
35	N#Cc1c(/N=C/c2ccc(-c3ccc(C(=O)O)c(Cl)c3)o2)sc2c1CCCC2	0%	-4	/	-10	/
36	Cc1ccc2c(c1)c(C)c(C)n2CC(O)Cn1nc(C)c(Br)c1C (stereo not drawn)	?	1	-1%	-1	5
37	COc1ccc(N=Cc2c(O)c3ccccc3oc2=O)cc1	?	3	0%	2	0
38	COc1ccc(-c2c(C)nn3c(N4CCC(C(=O)NCCN(C)C)CC4)cc(C)nc23)cc1OC	-9%	28	-2%	5	0
39	Fc1ccc(-c2cc(C(F)(F)F)nc(-n3cc(Cl)cn3)n2)cc1	?	13	6%	-6	4
40	O=C(O)CCSc1nc2ccccc2c(=O)[nH]1	1%	-17	-2%	4	1

cpd	KCNH2 WT inh	MLL CXXC-DNA inh	AT treatment	Tb PFK inh	TCR act
31	10	3%	?	0%	5%
32	4	/	2%	2%	9%
33	2	-5%	13%	0%	5%
34	-1	-5%	4%	2%	0%
35	-5	/	-8%	-7%	-5%
36	1	1%	5%	1%	10%
37	13	30%[activator]	0%	-7%	1%[46.1 µM]
38	12	6%	8%	17%	4%
39	-1	4%	5%	-1%	-2%
40	2	2%	1%	12%	0%[46.1 µM]
